Assay outcomes deposited in PubChem BioAssay by National Center for Advancing Translational Sciences (NCATS).
APEX1 inh: qHTS Assay for Inhibitors of the Human Apurinic/apyrimidinic Endonuclease 1 (APE1) | DNA repair nuclease/redox regulator APEX1 (Homo sapiens), P27695 | recombinant APE1, TAMRA/BHQ-2 abasic DNA cleavage fluorescence | Potency, µM (titrated, usually from 65.8 µM), for inactives: at the highest dose activity change, negative = inhibition, hits mostly inhibitors | actives 0.35% (n = 350,000);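 also: potency is read from the fitted curve at half-maximal effect; plate controls were vehicle for no effect and reference inhibitor for full effect; nearly all actives have a fitted effect of over 55% in size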
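Step 1: APE1 (0.75 nM) with compound, 15 min RT. Step 2: add 50 nM fluorophore/quencher THF duplex. Step 3: three fluorescence reads 60 s apart (525/598 nm); read 3 minus read 1 = reaction progress.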
LDHA block: qHTS assay for inhibitors of human lactate dehydrogenase | actives 0.15% (n = 480,000) | L-lactate dehydrogenase A chain (Homo sapiens), P00338 | activity change, % (values are at about 110 or 230 µM) | purified LDHA, NADH/diaphorase-resazurin fluorescence; stronger effect = lower value; in the data active = activity change below about -30%; inconclusive = mostly about -25% to -30%;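 also: plate controls were DMSO wells for no effect and wells without enzyme for full effect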
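Human LDH5 (2 nM) was incubated with 0.06 mM NADH and 0.2 mM pyruvate for 5 min at room temperature in Tris pH 7.4. Remaining NADH was coupled through diaphorase/resazurin, and resorufin fluorescence was read at 0 and 20 min.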
POLB inh: qHTS Assay for Inhibitors of DNA Polymerase Beta; Potency, µM (doses to about 114 µM), for the others: at the top dose activity change, negative = inhibition, hits mostly inhibitors; P06746; actives 1.3% (n = 340,000); AID 485314, 2010; Pol beta primer extension/strand displacement, fluorescence kinetic; also: potency is read from the fitted curve at half-maximal effect; % is scaled to controls: 0 for no effect and ±100 for the full control effect
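Values derive from four-parameter Hill fits of normalized kinetic data: reads at 0 and 10 min following addition of 50 nM substrate to 10 nM Pol beta preincubated 15 min with compound.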
ERG-DNA inh: qHTS for Small Molecule Inhibitors of the ERG Ets/DNA interaction. Transcriptional regulator ERG (Homo sapiens), P11308. fluorescence polarization, His-ERG Ets domain / labelled DNA. Potency, µM (highest dose often 76.9 µM), without a hit: at the top dose FP activity, negative = inhibition, hits mostly inhibitors. actives 0.028% (n = 370,000); active = well fitted inhibition curve with a large enough effect in the polarisation, with a control signal flat; inconclusive = small, poorly fitted or top-dose-only effect, or effect the other way, or a change in a side signal; inactive = no such curve, though single readings can be large or run the other way; the % refers to the polarisation;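 also: polarization taken with two DNA probes labelled with fluorescein and Texas red; potency is read from the fitted curve at half-maximal effect; % of control where 0% means no effect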
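His-tagged ERG Ets domain (1 uM in the protein solution; 300mM KCl, 50mM Tris-HCl, 1mM EDTA, 1mM DTT, pH 7.5) received compound, then a probe mix of 5 nM fluorescein-DNA and 100nM Texas-615-DNA. Fluorescence polarization was read for both dyes.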
Pol kappa inh: qHTS for Inhibitors of Polymerase Kappa; purified Pol kappa, fluorescent DNA synthesis assay, 10 min; Potency, µM (doses to about 107 µM), without a hit: top-dose activity, negative = inhibition, usual class: inhibitors; actives 0.53% (n = 400,000); also: potency is read from the fitted curve at half-maximal effect; % is scaled to controls: 0 for no effect and ±100 for the full control effect
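Kinetic fluorescence readout at 0 and 10 min followed reaction start with substrate at 50 nM final. Beforehand, enzyme (10 nM Pol kappa) stood 15 min with compound at room temperature; buffer-only wells were negative controls.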
12-LOX inh: Primary qHTS assay for inhibitors of human arachidonate 12S-lipoxygenase (ALOX12): Round 2. Polyunsaturated fatty acid lipoxygenase ALOX12 (Homo sapiens), P18054. purified 12hLO, xylenol orange hydroperoxide absorbance. Potency, µM (highest dose often 108 µM), for the others: at the top dose activity change, negative = inhibition, hits mostly inhibitors. actives 1.1% (n = 580,000). AID 1671190, 2021; also: potency is read from the fitted curve at half-maximal effect; % is scaled to controls: 0 for no effect and ±100 for the full control effect
Target sequence (P18054 whole entry, looked up): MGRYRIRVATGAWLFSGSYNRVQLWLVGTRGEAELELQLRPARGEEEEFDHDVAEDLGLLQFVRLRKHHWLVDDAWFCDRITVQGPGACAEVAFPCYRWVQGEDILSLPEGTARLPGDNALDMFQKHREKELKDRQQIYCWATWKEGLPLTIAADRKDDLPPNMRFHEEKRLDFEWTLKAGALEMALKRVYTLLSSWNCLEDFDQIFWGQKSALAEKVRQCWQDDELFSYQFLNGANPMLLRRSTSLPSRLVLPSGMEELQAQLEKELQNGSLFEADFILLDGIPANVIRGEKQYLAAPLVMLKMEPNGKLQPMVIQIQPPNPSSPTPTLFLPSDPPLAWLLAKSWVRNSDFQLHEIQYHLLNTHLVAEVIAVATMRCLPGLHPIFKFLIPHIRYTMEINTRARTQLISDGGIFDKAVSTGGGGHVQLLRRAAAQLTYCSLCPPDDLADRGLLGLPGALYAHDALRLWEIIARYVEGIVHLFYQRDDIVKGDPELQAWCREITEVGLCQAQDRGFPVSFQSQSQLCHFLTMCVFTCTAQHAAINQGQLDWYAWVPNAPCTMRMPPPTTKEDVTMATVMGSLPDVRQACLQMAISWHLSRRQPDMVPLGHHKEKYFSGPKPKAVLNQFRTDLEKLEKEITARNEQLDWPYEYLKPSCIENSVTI
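Purified human 12hLO (150 nM final) in 25 mM Hepes, 0.01% Triton X-100, pH 7.0 was preincubated 15 min at room temperature with compound. Then 40 uM arachidonic acid was added, 30 min. Hydroperoxide was read by Fe-XO absorbance ratio 573/405 nm.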
RGS4 inh: Inhibitors of Regulator of G Protein Signaling (RGS) 4: qHTS; Regulator of G-protein signaling 4 (Homo sapiens), P49798; actives 0.039% (n = 390,000); Transcreener GDP fluorescence polarization, RGS4-accelerated GTP hydrolysis; Potency, µM (series often up to 114 µM), for inactives: at the top dose activity change, negative = inhibition, most hits filed as inhibitors; also: potency is read from the fitted curve at half-maximal effect; % is scaled to controls: 0 for no effect and ±100 for the full control effect; nearly all actives have a fitted effect of over 75% in size; some results filed as inactive show a strong effect at the top dose
Target sequence (P49798 whole entry, looked up): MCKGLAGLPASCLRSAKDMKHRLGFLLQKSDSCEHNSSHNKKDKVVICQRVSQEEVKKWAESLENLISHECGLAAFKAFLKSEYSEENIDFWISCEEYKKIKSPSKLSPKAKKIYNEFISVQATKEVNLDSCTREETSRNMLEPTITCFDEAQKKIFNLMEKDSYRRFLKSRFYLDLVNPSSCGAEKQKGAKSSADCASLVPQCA
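MLSMR compounds (23 nl, pin-transferred) preincubated 10 min at room temperature with a 500nM (2x) first reagent, then RGS4 at 900nM (2x) plus Transcreener GDP mix added; fluorescence polarization (620/688 nm) read before and after 90 min at 30 °C.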
Apoferritin bind: qHTS Assay for Identification of Novel General Anesthetics | Potency, µM (series often up to 77.5 µM), without a hit: at the highest dose activity change, negative = displacement, usual class: inhibitors | Ferritin light chain (Equus caballus), P02791 | apoferritin/1-aminoanthracene competitive binding, fluorescence | actives 0.074% (n = 350,000); also: potency is read from the fitted curve at half-maximal effect; % is scaled to controls: 0 for no effect and ±100 for the full control effect; nearly all actives have a fitted effect of over 20% in size
Target sequence (P02791 2-175 limits assumed): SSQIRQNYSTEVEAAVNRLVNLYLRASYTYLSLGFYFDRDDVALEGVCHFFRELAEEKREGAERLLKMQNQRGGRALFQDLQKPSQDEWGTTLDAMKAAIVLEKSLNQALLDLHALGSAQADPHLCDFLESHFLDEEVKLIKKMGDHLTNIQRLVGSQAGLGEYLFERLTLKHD
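Horse-spleen apoferritin (10 uM) in 50% saturated 1-aminoanthracene in PBS was incubated 10 min at room temperature with compound. Fluorescence (ex 380, em 535 nm) was normalized to free and bound 1-AMA, with concentration-response fitted by a four-parameter Hill equation.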
Pol eta inh: qHTS for Inhibitors of Polymerase Eta; DNA polymerase eta (Homo sapiens), Q9Y253; recombinant Pol eta, fluorescent DNA replication assay; Potency, µM (titrated, usually from 114 µM), without a hit: at the highest dose activity change, negative = inhibition, hits mostly inhibitors; actives 1.2% (n = 390,000); AID 588591, 2011; also: potency is read from the fitted curve at half-maximal effect; % is scaled to controls: 0 for no effect and ±100 for the full control effect
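Pol eta (10 nM) was preincubated with compounds for 15 min at room temperature, after which fluorescent replication substrate (50 nM final) was added to start the reaction. Fluorescence was read kinetically at 0 and 10 min.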
* hit, by the source's call; [ ] = another dose, or the depositor's remark. Unless noted, calls follow the shape of the dose curve; as a rule, active = well fitted curve in the direction sought with a large enough effect; inconclusive = small, poorly fitted or top-dose-only effect, or another doubt; inactive = no such curve, though single readings can be large; an effect the other way counts as inactive or inconclusive. Some of the compounds tested. The share of hits here may be higher or lower than overall.

`CCOc1ccc(NC(=O)COC(=O)C2CC2C)cc1` (stereo not given) gave APEX1 inh 7%, LDHA block -6, ERG-DNA inh -6%, Pol kappa inh -4%, 12-LOX inh 1%, RGS4 inh -15% and Pol eta inh -19%.
`COc1ccc(S(=O)(=O)N(C)CC(=O)NCCCn2ccnc2)cc1Cl` gave APEX1 inh 68%, LDHA block -3, POLB inh -13%, ERG-DNA inh 7%, Pol kappa inh 4%, 12-LOX inh 1%, RGS4 inh -8%, Apoferritin bind -2% and Pol eta inh -17%.
Cc1ccc(C(=O)CC2(O)C(=O)N(Cc3ccccc3)c3ccccc32)o1 (stereo not given) was read as APEX1 inh -4%, LDHA block 2, POLB inh 7%, ERG-DNA inh 0%, Pol kappa inh -11%, 12-LOX inh 8%, RGS4 inh 6%, Apoferritin bind -20% and Pol eta inh -5%.
O=C(O)CC1S/C(=N/N=C2CCCCC2)N(c2ccccc2)C1=O (stereo not given) was read as APEX1 inh 6%, LDHA block -3, POLB inh -17%, ERG-DNA inh -1%, Pol kappa inh -18%, 12-LOX inh 10%, RGS4 inh 12%, Apoferritin bind 25% and Pol eta inh -7%.
Screening Cc1ccc(C2=NS(=O)(=O)N(C)C(C(=O)N(C)C3CCCCC3)=C2)cc1 returned APEX1 inh 1%, LDHA block 1, POLB inh 0%, ERG-DNA inh 9%, Pol kappa inh 15%, 12-LOX inh -10%, RGS4 inh -11%, Apoferritin bind inconclusive and Pol eta inh -12%.
Screening CCOC(=O)N1CCN(c2cc3nccnc3cc2F)CC1 returned APEX1 inh 1%, LDHA block 12, POLB inh 6%, ERG-DNA inh -8%, Pol kappa inh -6%, 12-LOX inh -25%, RGS4 inh 35%, Apoferritin bind -1% and Pol eta inh -16%.
COC(=O)C(Cc1c[nH]c2ccccc12)NC(=O)c1cccc(S(=O)(=O)N2CCCCC2)c1 (stereo not given) was read as APEX1 inh -4%, LDHA block -5, ERG-DNA inh 30%, Pol kappa inh -9%, 12-LOX inh -2%, RGS4 inh 3% and Pol eta inh -9%.
Screening CC(C)Oc1ccc(CCc2nnc(SC(C)C(=O)O)n2-c2ccccc2)cc1 (stereo not given) returned APEX1 inh 18%, LDHA block -4, POLB inh 23%, ERG-DNA inh -8%, Pol kappa inh -11%, 12-LOX inh -5%, RGS4 inh -44%, Apoferritin bind -4% and Pol eta inh -21%.
`Cc1cccc(N2CCN(C(=O)c3ccc4c(c3)N(Cc3ccccc3F)C(=O)c3ccccc3S4=O)CC2C)c1` (stereo not given) gave LDHA block -1, POLB inh -1%, ERG-DNA inh 2%, Pol kappa inh -9%, 12-LOX inh -10%, RGS4 inh -12%, Apoferritin bind -17% and Pol eta inh -24%.
`COc1ccc(/C=C/C(=O)c2ccc3c4c(cccc24)CC3)cc1OC` gave APEX1 inh 8%, LDHA block -9, POLB inh -17%, ERG-DNA inh 3%, Pol kappa inh -10%, 12-LOX inh -11%, RGS4 inh 1%, Apoferritin bind -7% and Pol eta inh -17%.
For COc1ccc(-c2c(C)nc(N)nc2-c2ccc(OCc3ccc(C)cc3)cc2O)cc1OC the results were APEX1 inh 9%, LDHA block 1, POLB inh inconclusive, Pol kappa inh -22%, 12-LOX inh 5%, RGS4 inh -11%, Apoferritin bind inconclusive and Pol eta inh -15%.
For COc1nccnc1NS(=O)(=O)c1ccc(NC(=S)NC(=O)c2ccccc2)cc1 the results were APEX1 inh 16%, LDHA block -3, POLB inh 25%, ERG-DNA inh -10%, Pol kappa inh 0%, 12-LOX inh 35µM*, RGS4 inh -16%, Apoferritin bind 8% and Pol eta inh -5%.
N/C(CCN1CCCCC1)=N/O was read as APEX1 inh 0%, LDHA block -2, POLB inh 15%, ERG-DNA inh 9%, Pol kappa inh 4%, 12-LOX inh 11%[57.4 µM], RGS4 inh -7%, Apoferritin bind -5% and Pol eta inh -10%.
`CCOC(=O)c1cccc(NC(=O)c2cnn(-c3ccccc3)c2-n2cccc2)c1` gave LDHA block -7, POLB inh 6%, ERG-DNA inh 2%, Pol kappa inh 1%, 12-LOX inh -8%, RGS4 inh -2%, Apoferritin bind -17% and Pol eta inh -8%.
COc1cc(C(=O)OC(C)C(=O)NCC2CCCCC2)cc(NC(=O)c2ccco2)c1OC (stereo not given) was read as APEX1 inh 0%, LDHA block -15, POLB inh 8%, ERG-DNA inh 8%, Pol kappa inh 6%, 12-LOX inh -6%, RGS4 inh -16%, Apoferritin bind -15% and Pol eta inh -1%.
Cc1cc(C(=O)NCC(=O)OCC(=O)N(C)C2CCCCC2)ccc1[N+](=O)[O-] was read as APEX1 inh 1%, LDHA block -7, POLB inh 41%, ERG-DNA inh 11%, Pol kappa inh -1%, 12-LOX inh 2%, RGS4 inh 14%, Apoferritin bind inconclusive and Pol eta inh -5%.
`O=S(=O)(c1ccc(OCc2nc3ccccc3s2)c(Cl)c1)N1CCOCC1` gave APEX1 inh -2%, LDHA block -5, POLB inh -1%, ERG-DNA inh -9%, Pol kappa inh -3%, 12-LOX inh 21%, RGS4 inh -26%[11.4 µM], Apoferritin bind 30%[activator] and Pol eta inh -14%.
Cc1nc(-c2ccc(S(=O)(=O)NCc3ccccn3)s2)cs1 was read as APEX1 inh -2%, LDHA block -1, POLB inh 5%, ERG-DNA inh 4%, Pol kappa inh 7%, 12-LOX inh 0%, RGS4 inh -24%, Apoferritin bind 0% and Pol eta inh -4%.
For CCC1CCCCN1CCCNC(=O)c1ccc2c(c1)N(Cc1cccc(C)c1)C(=O)c1ccccc1S2(=O)=O (stereo not given) the results were LDHA block -3, POLB inh 18%, ERG-DNA inh -2%, Pol kappa inh 4%, 12-LOX inh -24%, RGS4 inh -8%, Apoferritin bind -23% and Pol eta inh -21%.
For Cc1nc2scc(C)n2c(=O)c1S(=O)(=O)N1CCN(c2ccccn2)CC1 the results were APEX1 inh 56%[activator], LDHA block -6, POLB inh 23%, ERG-DNA inh 5%, Pol kappa inh 0%, 12-LOX inh 11%, RGS4 inh 14%, Apoferritin bind 2% and Pol eta inh -15%.
`CCc1ccc(S(=O)(=O)N2CCN(c3ncccn3)CC2)cc1` gave APEX1 inh -4%, LDHA block -1, POLB inh 39%, ERG-DNA inh 0%, Pol kappa inh -12%, 12-LOX inh inconclusive, RGS4 inh 10%, Apoferritin bind -1% and Pol eta inh -4%.
For CCN(CC)S(=O)(=O)c1ccc(NC(=O)c2ccc(N(C)S(C)(=O)=O)cc2)cc1 the results were APEX1 inh -4%, LDHA block -8, POLB inh 19%, ERG-DNA inh 1%, Pol kappa inh -8%, 12-LOX inh 18%, RGS4 inh -3%, Apoferritin bind -18% and Pol eta inh -7%.
Screening CCOc1ccc(NC(=O)C(=O)NCCc2csc3nc(-c4ccccc4F)nn23)cc1 returned LDHA block -6, POLB inh -17%, ERG-DNA inh 7%, Pol kappa inh -7%[60.1 µM], 12-LOX inh -24%, RGS4 inh -6%, Apoferritin bind 1% and Pol eta inh -19%.
Screening CCCCCCNC(=O)CC(NS(=O)(=O)c1ccc(NC(C)=O)cc1)C(C)C (stereo not given) returned APEX1 inh -5%, LDHA block 1, POLB inh 24%, ERG-DNA inh 6%, Pol kappa inh -5%, 12-LOX inh 1%, RGS4 inh -17%, Apoferritin bind -9% and Pol eta inh -10%.

As a short view, part of the list above.
For CCC1CCCCN1CCCNC(=O)c1ccc2c(c1)N(Cc1cccc(C)c1)C(=O)c1ccccc1S2(=O)=O (stereo not given) the results were LDHA block -3, POLB inh 18%, ERG-DNA inh -2%, Pol kappa inh 4%, 12-LOX inh -24%, RGS4 inh -8%, Apoferritin bind -23% and Pol eta inh -21%.
For Cc1nc2scc(C)n2c(=O)c1S(=O)(=O)N1CCN(c2ccccn2)CC1 the results were APEX1 inh 56%[activator], LDHA block -6, POLB inh 23%, ERG-DNA inh 5%, Pol kappa inh 0%, 12-LOX inh 11%, RGS4 inh 14%, Apoferritin bind 2% and Pol eta inh -15%.
`CCc1ccc(S(=O)(=O)N2CCN(c3ncccn3)CC2)cc1` gave APEX1 inh -4%, LDHA block -1, POLB inh 39%, ERG-DNA inh 0%, Pol kappa inh -12%, 12-LOX inh inconclusive, RGS4 inh 10%, Apoferritin bind -1% and Pol eta inh -4%.
